Assay outcomes from PubChem BioAssay.
C8 TRAIL sens: sensitizes caspase-8 expressing cells to TRAIL; NB7+C8 cells + TRAIL, ATPlite viability luminescence; inhibition (viability loss, TRAIL sensitization), % at 10 µM; hit rate 1% among 360,000;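 active = compounds causing at least 50% loss of cell viability in the single-dose screen, relative to plate controls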
HIF-2a inh: blocks HIF-2a reporter activity; 786-0 RCC cells HIF-2a reporter, luciferase luminescence, overnight; AID 624352; hit rate 0.72% among 360,000; inhibition, % at 18.8 µM;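 active = inhibition of the luminescence signal of 40% or more relative to plate controls, in a single-dose primary screen at 18.75 µM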
Shn3 3UTR inh: inhibitors of Schnurri-3 3'UTR reporter in osteoblasts | hit rate 0.52% among 360,000 | AID 588674 | inhibition, % at 12.5 µM | Clone20 osteoblast Shn3 3'UTR firefly luciferase, 24 h;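 active = mean inhibition of at least 75% with every replicate also reaching 75%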;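 also: 0% = median of neutral control wells and 100% = pilot-screen positive control compound; some compounds past the cut are filed as inactive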
NR2E3 ag-1: agonists of human nuclear receptor NR2E3; Q9Y5X4; GST-NR2E3/biotin-RetCOR TR-FRET, 1536-well; inhibition of corepressor binding, % at 4.78 µM; hit rate 0.12% among 320,000; AID 2300;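 active = percent inhibition above the cutoff of mean plus 3 SD of all tested compounds, set per screening campaign, cut at about 20% in these data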;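 also: 0% = DMSO wells and 100% = biotin wells as full block of FRET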
Target sequence (Q9Y5X4 whole entry, looked up): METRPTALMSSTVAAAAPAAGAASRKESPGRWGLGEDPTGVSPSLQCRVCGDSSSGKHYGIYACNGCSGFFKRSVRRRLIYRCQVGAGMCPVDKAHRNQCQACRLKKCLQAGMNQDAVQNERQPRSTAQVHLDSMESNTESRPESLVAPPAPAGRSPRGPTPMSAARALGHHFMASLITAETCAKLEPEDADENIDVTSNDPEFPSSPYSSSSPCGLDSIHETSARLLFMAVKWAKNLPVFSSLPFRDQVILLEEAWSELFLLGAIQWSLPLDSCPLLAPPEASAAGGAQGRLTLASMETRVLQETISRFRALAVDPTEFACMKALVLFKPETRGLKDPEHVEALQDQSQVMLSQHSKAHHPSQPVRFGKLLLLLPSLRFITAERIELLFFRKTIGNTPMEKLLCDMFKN
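System: GST-tagged NR2E3 plus biotinylated RetCOR corepressor; Amount: 1.35 nM GST-tagged NR2E3 final; Dosing: single nominal compound dose of 4.8 µM; Schedule: 5 h incubation at 4 °C; Technique: TR-FRET with europium anti-GST and streptavidin-D2, 340 nm excitation; Controls: biotin wells as high control, 0.6% DMSO wells as low control.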
CF NFkB inh: inhibitors of cystic fibrosis induced NF-kB. KKLEB NF-kB-GFP reporter, PAF-induced, GFP fluorescence overnight. inhibition, % at 5 µM. hit rate 0.86% among 360,000. AID 588850;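 active = at least 50% inhibition at 5 µM, scaled per plate between neutral and stimulator controls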;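 also: PAF is a Pseudomonas aeruginosa culture filtrate used as stimulus; plate controls were PAF-stimulated DMSO wells for no effect and unstimulated DMSO wells for full effect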
MITF TRPM1 inh: reduces MITF-dependent TRPM1 promoter luciferase signal; inhibition, % at 12.5 µM; hit rate 0.83% among 330,000; SK-MEL-5 TRPM1 promoter luciferase, 24 h;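 active = mean inhibition across replicates of 60% or more, whatever share of single replicates reaches that level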; also: values of inactives mirror those of a sister screen read the other way
TROY NFkB inh: blocks TROY-dependent signaling in reporter cells | Q293 LMP1-TROYcd NF-kB luciferase reporter, 4 h | inhibition, % at 10 µM | hit rate 0.98% among 360,000;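 active = compounds whose plate-normalised and pattern-corrected inhibition of the luciferase reporter signal at the single screening dose is 50% or more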
KKLEB cytotox: counter-screen for CF NF-kB inhibitors: cytotoxicity. KKLEB CF airway cells viability, ATPlite luminescence, overnight; stronger effect = lower value; cells stimulated with P. aeruginosa culture filtrate. activity change (cytotoxicity), % at 5 µM. hit rate 0.36% among 360,000. AID 602141;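 active = corrected activity change at or below -50% at 5 µM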
TWEAK Fn14 block: inhibitors of TWEAK-Fn14 interaction signaling | TWEAK-stimulated Fn14 reporter cells, luciferase luminescence, 8 h | inhibition, % at 10 µM | hit rate 2% among 360,000; in the data active = inhibition above about 50%
Peg3 prom inh: Peg3 promoter activity inhibition | HeLa PEG-Prom luciferase reporter, luminescence, overnight | inhibition, % at 20 µM | hit rate 1.7% among 360,000 | AID 588405;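 active = inhibition of at least 50% at 20 µM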
NR2E3 ag-2: agonists of human NR2E3 nuclear receptor; CHO-S Gal4-NCOR/VP16-NR2E3 two-hybrid, luciferase; inhibition of corepressor binding, % at 3.98 µM; hit rate 0.35% among 360,000; AID 602229;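 active = inhibition above the mean of all tested compounds plus 3 SD, cut at about 70% in these data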;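 also: 0% = DMSO with NR2E3 transfected cells and 100% = cells lacking NR2E3 construct; higher means lower luciferase signal from less NR2E3 corepressor binding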
The depositor's hits bear a star; nt = no result given. The list is partial; rates above refer to the full screens.

SMILES	C8 TRAIL sens	HIF-2a inh	Shn3 3UTR inh	NR2E3 ag-1	CF NFkB inh	MITF TRPM1 inh	TROY NFkB inh	KKLEB cytotox	TWEAK Fn14 block	Peg3 prom inh	NR2E3 ag-2
CC(=O)c1ccc(Nc2nc3ccc(C)cc3n3cnnc23)cc1	-4	-15	-5	0	-48	-24	3	8	-31	-8	-15
CCOC(=O)N1CCN(Cc2nc(N)nc(Nc3ccccc3C)n2)CC1	-19	5	-16	1	2	11	11	5	3	-4	-5
Cc1ccc(S(=O)(=O)N2CCCC2)cc1C(=O)N1CCC(C)CC1	-18	0	14	-6	-4	9	2	12	10	18	-7
COc1ccc(N2CCN(C(=O)CCc3ccc(S(=O)(=O)NC(C)C)cc3)CC2)cc1	-5	-9	24	1	10	5	9	7	14	4	-27
C/C=C\C=C\C(=O)N1CC2(CC(c3cccc(NC(=O)COc4ccc(Cl)cc4)c3)=NO2)C[C@H]1C(N)=O (some centres not stated)	10	-50	-5	2	-15	-6	-2	-1	-14	-25	-3
Cn1nnnc1SCCNCc1ccccc1OCc1ccccc1Cl	-1	-4	22	7	3	7	5	0	-15	-3	-1
COc1ccc(C(CNC(=O)c2ccc(S(=O)(=O)N3CCOCC3)cc2)N2CCCCC2)cc1 (configuration not stated)	4	13	-5	1	-10	-3	-31	5	-13	17	-10
COC(=O)C(Cc1ccccc1)NC(=O)CSc1nc(C)cc(=O)[nH]1 (configuration not stated)	-4	6	-4	0	19	-2	-52	-6	-5	16	11
[O-]/[N+](=C\c1ccccc1)c1ccc(Br)cc1	25	-294	-97	1	16	-65	-61	-21	-2	-392	-42
COc1ccccc1CNC(=O)CCSCc1cccc(Cl)c1	-6	22	-18	3	-15	23	7	5	-1	15	3
N=C1/C(=C\c2ccc(-c3cccc(Cl)c3)o2)C(=O)N=C2SC=C(c3ccccc3)N12	1	-11	-50	1	0	4	-39	2	30	-22	-17
Cc1ccc(-c2c(C#N)c(N)n(-c3ccc(C)cc3)c(=O)c2C#N)cc1	8	10	2	2	-3	12	-12	-8	-8	23	-11
CC(C)=N/N=C1\NC(=O)C(C)S1 (configuration not stated)	5	9	-5	-2	-11	6	-4	4	14	-10	-96
Cc1ccc(-c2cc(C(=O)NCc3ccco3)c3ccccc3n2)o1	12	3	-30	4	9	-9	6	5	21	4	7
O=c1[nH]c2c(s1)C(c1ccc(O)cc1)C1C3CCC(C3)C1S2 (configuration not stated)	2	-81	-16	1	-44	-16	4	8	7	23	-31
CN(CC(=O)Nc1cccc(F)c1)C(=O)c1ccc(C2SCCS2)cc1	18	-3	16	1	-58	10	19	24	-61	4	25
COc1cc(C(C)=O)ccc1OCC(=O)OCCCOC(=O)COc1ccc(C(C)=O)cc1OC	3	-1	-11	3	10	1	-7	-10	-8	-6	21
CC(C)CN1CCC(C(=O)N2CCN(c3ccccc3F)CC2)CC1	2	20	0	2	-38	7	10	9	11	-3	22
Cc1onc(-c2c(F)cccc2Cl)c1C(=O)N1CCN(S(C)(=O)=O)CC1	-10	5	15	-2	7	1	-15	0	1	-4	3
O=C(O)C1CCCN1S(=O)(=O)c1ccc(F)cc1 (configuration not stated)	2	14	-22	-1	-5	11	-11	2	-5	5	-5

Single records, as listed above. Order of values: C8 TRAIL sens, HIF-2a inh, Shn3 3UTR inh, NR2E3 ag-1, CF NFkB inh, MITF TRPM1 inh, TROY NFkB inh, KKLEB cytotox, TWEAK Fn14 block, Peg3 prom inh, NR2E3 ag-2
C/C=C\C=C\C(=O)N1CC2(CC(c3cccc(NC(=O)COc4ccc(Cl)cc4)c3)=NO2)C[C@H]1C(N)=O (some centres not stated) is listed as 10, -50, -5, 2, -15, -6, -2, -1, -14, -25, -3
COc1cc(C(C)=O)ccc1OCC(=O)OCCCOC(=O)COc1ccc(C(C)=O)cc1OC is listed as 3, -1, -11, 3, 10, 1, -7, -10, -8, -6, 21

(listing goes on)
SMILES	C8 TRAIL sens	HIF-2a inh	Shn3 3UTR inh	NR2E3 ag-1	CF NFkB inh	MITF TRPM1 inh	TROY NFkB inh	KKLEB cytotox	TWEAK Fn14 block	Peg3 prom inh	NR2E3 ag-2
Cc1cc(NC(=O)C(=O)c2c(C)[nH]c3ccccc23)no1	-7	-35	-7	-3	-6	-17	-19	-10	27	-13	3
CCOn1c(-n2nc(C)cc2C)nc2ccccc2c1=O	-1	9	-4	3	-4	5	16	6	-13	7	-7
COc1ccc(NC(=O)CC2(CC(=O)O)CCCC2)cc1	-11	19	2	2	-14	-6	-5	10	-9	-13	-2
Cc1cccc(CSCCNC(=O)CN(c2cc(C)cc(C)c2)S(C)(=O)=O)c1	-4	16	4	-5	16	1	1	-5	2	9	15
O=C(CSc1n[nH]c(-c2ccc(Br)cc2)n1)NC1CCCC1	4	-11	-71	nt	18	4	36	-18	29	15	-18
CN(Cc1ccco1)C(=O)Cn1c(=O)oc2cc(S(=O)(=O)NCc3ccccc3)ccc21	-14	6	20	2	14	16	0	-2	12	14	0
O=C(Cn1c(NCCO)nc2ccccc21)c1ccc(F)cc1	5	4	23	-4	-3	8	-1	9	-4	7	-30
CCOC(=O)c1ccc(NC(=O)Cn2nnc(-c3ccccc3F)n2)cc1	-7	10	-15	3	4	0	5	4	27	17	-28
O=C(COC(=O)c1ccccc1OC(F)F)Nc1ccc2[nH]c(=O)[nH]c2c1	-27	5	-20	-2	-17	7	7	4	-12	0	6
Cn1c(=O)c2[nH]c(N3CCN(c4cccc(O)c4)CC3)nc2n(C)c1=O	-5	9	18	0	23	7	-5	6	7	11	-2
C[C@@H]1CN(C(=O)c2cc(COc3cccc(C(F)(F)F)c3)on2)C[C@H](C)O1	5	-187	-140	2	13	-104	-78	1	-23	-273	-73
CCS(=O)(=O)c1nc(S(=O)(=O)c2ccc(Cl)cc2)c(N2CCN(CCO)CC2)s1	5	-4	-15	-1	4	38	-2	4	19	16	-4
CCOC(=O)c1ccc(Oc2cn[nH]c2-c2ccc(OCC(=O)NN)cc2O)cc1	-8	12	-11	-7	-7	13	-1	2	-15	15	1
Cc1cc(C(=O)N2CCN(c3ncccn3)CC2)sc1-c1ccccc1	-1	-60	24	-2	-3	-7	37	-3	17	-13	-12
COc1cc2c(cc1OC)CN(C1CCC(C(C)(C)C)CC1)CC2 (configuration not stated)	-3	5	22	nt	2	1	-3	-16	7	7	12
Nc1ccc(N=Nc2ccccc2)c(N)n1	-1	-328	-97	4	63*	-90	-85	-10	12	-317	-121
CCOC(=O)NC(=O)/C(N=Nc1cccc(C(F)(F)F)c1)=C(\C)O	11	13	-3	-1	-2	3	-1	3	24	-4	22
Cc1ccccc1NC(=O)Nc1ccc2c(c1)CCC2	18	-225	-121	-1	16	-73	-90	-11	-45	-285	-98
O=C(CSc1ccc(-c2cccc([N+](=O)[O-])c2)nn1)NCc1ccccc1	-9	16	2	2	-12	2	-9	-4	-23	8	22
COc1ccc(-c2noc(C3CCCN(C(=O)Nc4ccccc4)C3)n2)cc1 (configuration not stated)	0	-88	-29	0	-15	-2	34	-15	20	-34	-53

Exported in CSV form: 14 of the compounds above
molecule,C8 TRAIL sens,HIF-2a inh,Shn3 3UTR inh,NR2E3 ag-1,CF NFkB inh,MITF TRPM1 inh,TROY NFkB inh,KKLEB cytotox,TWEAK Fn14 block,Peg3 prom inh,NR2E3 ag-2
Cc1cccc(CSCCNC(=O)CN(c2cc(C)cc(C)c2)S(C)(=O)=O)c1,-4,16,4,-5,16,1,1,-5,2,9,15
O=C(CSc1n[nH]c(-c2ccc(Br)cc2)n1)NC1CCCC1,4,-11,-71,nt,18,4,36,-18,29,15,-18
CN(Cc1ccco1)C(=O)Cn1c(=O)oc2cc(S(=O)(=O)NCc3ccccc3)ccc21,-14,6,20,2,14,16,0,-2,12,14,0
O=C(Cn1c(NCCO)nc2ccccc21)c1ccc(F)cc1,5,4,23,-4,-3,8,-1,9,-4,7,-30
CCOC(=O)c1ccc(NC(=O)Cn2nnc(-c3ccccc3F)n2)cc1,-7,10,-15,3,4,0,5,4,27,17,-28
O=C(COC(=O)c1ccccc1OC(F)F)Nc1ccc2[nH]c(=O)[nH]c2c1,-27,5,-20,-2,-17,7,7,4,-12,0,6
Cn1c(=O)c2[nH]c(N3CCN(c4cccc(O)c4)CC3)nc2n(C)c1=O,-5,9,18,0,23,7,-5,6,7,11,-2
C[C@@H]1CN(C(=O)c2cc(COc3cccc(C(F)(F)F)c3)on2)C[C@H](C)O1,5,-187,-140,2,13,-104,-78,1,-23,-273,-73
CCS(=O)(=O)c1nc(S(=O)(=O)c2ccc(Cl)cc2)c(N2CCN(CCO)CC2)s1,5,-4,-15,-1,4,38,-2,4,19,16,-4
CCOC(=O)c1ccc(Oc2cn[nH]c2-c2ccc(OCC(=O)NN)cc2O)cc1,-8,12,-11,-7,-7,13,-1,2,-15,15,1
Cc1cc(C(=O)N2CCN(c3ncccn3)CC2)sc1-c1ccccc1,-1,-60,24,-2,-3,-7,37,-3,17,-13,-12
COc1cc2c(cc1OC)CN(C1CCC(C(C)(C)C)CC1)CC2 (configuration not stated),-3,5,22,nt,2,1,-3,-16,7,7,12
Nc1ccc(N=Nc2ccccc2)c(N)n1,-1,-328,-97,4,63*,-90,-85,-10,12,-317,-121
CCOC(=O)NC(=O)/C(N=Nc1cccc(C(F)(F)F)c1)=C(\C)O,11,13,-3,-1,-2,3,-1,3,24,-4,22

(continued)
SMILES	C8 TRAIL sens	HIF-2a inh	Shn3 3UTR inh	NR2E3 ag-1	CF NFkB inh	MITF TRPM1 inh	TROY NFkB inh	KKLEB cytotox	TWEAK Fn14 block	Peg3 prom inh	NR2E3 ag-2
CC(=O)OC1CCC2C3CCC4OC(=O)CCC4C3CCC12C (configuration not stated)	0	-10	-16	nt	-23	-8	7	12	-4	4	18
Cc1sc2ccccc2c1CNC[C@H]1O[C@@H](n2cnc3c(N)ncnc32)[C@H](O)[C@@H]1O	-11	9	2	nt	-12	-7	4	10	-8	-2	-9
CC(=O)/C=C1/C(=O)Nc2ccccc21	-7	40*	29	0	-2	28	-13	-2	9	22	14
O=C(c1ccc(N2C(=O)CCC2=O)cc1)N1CCOCC1	8	15	-9	2	1	3	0	9	1	-6	-15
Cc1cccc(-c2nnc(-c3ccc4ccccc4c3)o2)c1	30	-124	-10	nt	-19	-46	23	-4	55*	-222	-150
CC(C)c1cccc(-c2csc(C(C)(O)c3ccncc3)n2)c1 (configuration not stated)	0	7	74	nt	0	nt	19	6	38	5	85*
CC(=O)c1ccc(Nc2nc(N3CCOCC3)nc(N3CCOCC3)n2)cc1	-18	-47	-14	4	-5	-27	-45	-1	83*	-59	-23
COc1cc(NS(=O)(=O)c2ccc(OC)c(C)c2C)c(OC)cc1Cl	16	12	67	-1	15	27	19	-1	32	25	-63
